# From PubChem BioAssay
# ARNT TACC3 PPI – disrupts binding between human ARNT and TACC3 | Q9Y6A5 | AlphaScreen His-ARNT PAS-B/GST-TACC3 binding, luminescence; TACC3 fragment carries E629A point mutation | inhibition, % at 9.99 µM | actives 0.66% (n = 390,000);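 active means mean inhibition of replicates at least 50% and at least half of replicates each reaching 50%; inconclusive means half or more replicates reach 50% but mean below 50%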;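 further: 0% = complete ARNT plus TACC3 wells and 100% = ARNT alone without TACC3; many hits fall short of the cut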
# XiGFP reactiv – X-chromosome reactivation activator. XiGFP mouse fibroblasts, % GFP-positive cells imaging, 3 d; cells co-treated with 5-aza-dC sensitizer; scaled so ellipticine positive control = 100%. activation, % at 7.58 µM. actives 0.055% (n = 360,000). AID 743238;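 active means mean normalized replicate activation at least 10% and every replicate at or above 10%; inconclusive means only one of the two criteria met; inactive means mean below 10% and not all replicates reach 10%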;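 further: 0% = median of on-plate neutral control wells and 100% = ellipticine 6 µM median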
#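 assay system = SV40-immortalized XiGFP fibroblast cells, line 68-5-11 | buffer or medium = DMEM plus 5-aza-dC sensitizer | doses = single-point pinned compound dosing | times = 3-day compound exposure, then 15 min fixation at room temperature | benchmarks = positive control ellipticine, 6 µM final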
# GSIS activator – GLuc luminescence reporter in INS-1E cells, primary screen for activators of glucose-dependent secretion of insulin; actives 0.61% (n = 370,000); AID 743287; INS-1E GLuc reporter insulin secretion, 2-3 h; activation, % at 16.6 µM;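 active means lowest replicate activation of at least 40%, so every replicate reaches that level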;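 further: 0% = median of neutral control wells and 100% = median of IBMX positive control wells; some compounds called inactive have numbers as strong as hits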
# DENV2 CPE rescue – DENV2-induced cell death inhibition. DENV2-infected cells, cytopathic effect rescue, plate reader. CPE inhibition, % at 9.99 µM. actives 1.7% (n = 350,000); in the data active means CPE inhibition above about 20%, passing the limit was not always enough; inconclusive means no clear call, values can overlap the other calls; tested in BHK-21 cells;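 further: 0% = median of neutral control wells and 100% = median of positive control wells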
# CFTR F508del cor – correctors of CFTR F508del function in bronchial epithelial cells; CFBE cells, YFP halide quenching; stimulated with forskolin plus potentiator P3; % fluorescence drop versus neutral controls; activity (quench increase), % at 7.58 µM; actives 0.36% (n = 350,000);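 active means mean added fluorescence quench of at least 8% versus neutral control, with both replicates also reaching 8%; inconclusive means only one of the mean or replicate conditions met; inactive means mean below 8% and not both replicates reaching 8%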;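 further: cells transiently co-express mutant CFTR-F508del with the halide-sensitive YFP; corrector assay measuring rescue of mutant channel to the surface after 24 h compound exposure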
# PAX8 reporter – inhibitors of PAX8 transcriptional activity in RMG-I cells. inhibition, % at 12.6 µM. actives 1.2% (n = 360,000). RMG-I TPO-luciferase reporter, SteadyGlo, 24 h;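 active means mean replicate inhibition at least 60% with every replicate also reaching 60%; inconclusive means only one of the two criteria is met; inactive means mean below 60% and not all replicates reaching 60%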;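 further: luciferase light reporting Pax8 driven TPO promoter activity; plate controls were median of neutral control wells for no effect and mitoxantrone controls for full effect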
# ERp5 block – ERp5 (human) disulfide isomerase inhibition | AID 651711 | inhibition, % at 9.99 µM | actives 0.05% (n = 350,000) | ERp5 insulin aggregation, absorbance 650 nm, 90 min;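 active means mean replicate inhibition above about 25%, with every replicate also reaching it, limit read from the data, passing the limit was not always enough; inconclusive means only one of those two criteria met; inactive means neither criterion met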
# Target sequence (Q15084 whole entry, looked up): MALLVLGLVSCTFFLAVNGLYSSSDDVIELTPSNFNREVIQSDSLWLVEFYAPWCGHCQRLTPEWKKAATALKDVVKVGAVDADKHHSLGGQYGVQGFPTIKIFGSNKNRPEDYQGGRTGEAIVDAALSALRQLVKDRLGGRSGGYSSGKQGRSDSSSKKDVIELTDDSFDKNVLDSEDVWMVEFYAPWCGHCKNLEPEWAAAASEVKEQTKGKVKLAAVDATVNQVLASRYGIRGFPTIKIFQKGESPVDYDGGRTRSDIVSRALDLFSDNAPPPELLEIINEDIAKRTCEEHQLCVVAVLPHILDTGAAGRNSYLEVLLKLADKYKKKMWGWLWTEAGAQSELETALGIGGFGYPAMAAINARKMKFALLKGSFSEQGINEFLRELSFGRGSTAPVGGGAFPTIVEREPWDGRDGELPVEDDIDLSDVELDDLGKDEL
# EWS-Fli block – blocks EWS/Fli oncoprotein-driven transcription. AID 651661. inhibition, % at 12.6 µM. actives 0.67% (n = 350,000). A673 NR0B1-luciferase reporter, viability-normalised;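 active means mean inhibition of at least 50% after viability correction, with every replicate also passing that limit; inconclusive means mean reaches 50% but only one of two replicates passes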;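 further: firefly luciferase signal divided by Alamar Blue viability fluorescence both relative to DMSO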
# An asterisk follows results filed as active; ? = inconclusive; · = no result given; & = joins results of further samples.
# Screens in order: ARNT TACC3 PPI	EWS-Fli block	ERp5 block	GSIS activator	DENV2 CPE rescue	PAX8 reporter	XiGFP reactiv	CFTR F508del cor
C[C@@H]1CN([C@H](C)CO)C(=O)c2cccc(NC(=O)Nc3cccc4ccccc34)c2O[C@@H]1CN(C)S(=O)(=O)c1cccs1
→ 1.6	-1.6	-2.1	0.4	5.4	·	0.3	-3.6
C=C(C)COc1ccc(C2NC(=O)c3ccccc3O2)cc1OCC (stereo not drawn)
→ 35.5	2.5	-6.8	-2.8	-0.6	-5.7	0.1	-6.6
CCC(C)(C)NC(=O)/C=C/c1cccs1
→ -5.9	-15.8	-5.7	5.0	4.9	-41.8	0.0	0.0
COc1ccc(CN2C(=O)c3cccnc3C2=O)cc1S(=O)(=O)NC(C)C
→ 12.1	13.2	-0.7	4.9	3.5	19.0	0.0	-1.9
CCN(C(=O)COC(=O)CCn1c(C)csc1=O)c1c(N)n(Cc2ccccc2)c(=O)[nH]c1=O
→ -4.4	1.3	-15.4	11.7	3.4	1.4	0.1	0.4
O=C(C[C@@H]1CC[C@@H](NC(=O)C2CC2)[C@H](CO)O1)Nc1ccccc1
→ 13.7	·	-3.3	2.6	5.0	·	0.2	3.8
N#CCCn1cc(C(N)=O)c(-c2cccs2)n1
→ 1.5	5.2	6.5	·	6.4	-5.7	0.1	-4.7
Cc1cccc2sc(NS(=O)(=O)c3ccccc3)nc12
→ -2.3	·	2.5	-9.7	-0.2	6.8	0.1	0.2
C=CCOc1cccc(C(=O)Nc2ncn[nH]2)c1
→ 0.8	4.2	4.2	1.8	?	12.3	-0.1	2.4
COc1ccc(/C=C(\C#N)C(=O)OCC(=O)NCc2ccccc2Cl)cc1
→ ·	-2.4	4.1	-13.6	4.4	-9.4	0.1	-0.7
Cc1ccccc1NC(=O)Nc1ccc2c(c1)C(=O)N(C)[C@H]1CC[C@H](CC(=O)O)O[C@@H]1CO2
→ -4.2	11.6	·	2.8	4.0	-67.8	0.4	0.7
C[C@@H]1CN([C@H](C)CO)C(=O)c2cc(C#Cc3ccncc3)cnc2O[C@@H]1CN(C)CC1CCCC1
→ -6.9	-22.9	10.3	8.5	14.0	-23.1	-0.1	1.0
COc1cccc(NC(=O)COC(=O)CCS(=O)(=O)c2ccc(C)cc2)c1
→ 22.6	2.4	10.7	-2.4	11.8	2.8	0.0	-1.9
C[C@@H]1CN([C@@H](C)CO)C(=O)c2cc(NC(=O)Nc3ccc(C(F)(F)F)cc3)ccc2O[C@@H](C)CCCCO[C@@H]1CN(C)CC1CCCCC1
→ 1.1	-11.9	1.5	10.3	4.0	107.9*	0.1	4.8
N#Cc1ccc(S(=O)(=O)NC[C@H]2O[C@@H](n3ccc(N)nc3=O)[C@H](O)[C@@H]2O)cc1
→ ·	0.9	1.8	20.1	1.3	6.8	0.0	1.6
Cc1ccc(S(=O)(=O)NNC(=O)c2c(O)c3ccccc3[nH]c2=O)cc1
→ -3.5	-8.2	-2.3	·	1.4	-19.2	0.0	0.0
CCCCn1c(N)c(N(CC(C)C)C(=O)CSc2nnc(-c3ccc(Cl)cc3)o2)c(=O)[nH]c1=O
→ -4.3	-4.8	17.1	22.2	-9.2	16.7	-0.6	-0.7
COc1cccc(C(=O)NNC(=O)Cc2ccc(Cl)cc2)c1
→ ·	8.7	-3.0	-1.3	3.8	16.2	0.0	4.8
CC1Cc2ccccc2N1C(=O)CSc1nncs1 (stereo not drawn)
→ -4.3	5.4	3.0	14.1	4.1	-5.0	-0.1	0.7
CC(=O)N1CC(C)Sc2ccc(S(=O)(=O)NCc3ccccc3Cl)cc21 (stereo not drawn)
→ -2.6	·	0.6	-2.3	5.9	4.1	0.1	3.5

# (further entries)
# Screens in order: ARNT TACC3 PPI	EWS-Fli block	ERp5 block	GSIS activator	DENV2 CPE rescue	PAX8 reporter	XiGFP reactiv	CFTR F508del cor
COc1ccc(-c2oc3ccc(N4CCOCC4)cc3c2C#Cc2ccc(N)cc2)cc1
→ -5.8	6.7	·	-3.9	·	8.1	1.3	0.1
CS(=O)(=O)Nc1ccc2c(c1)[C@H]1C[C@@H](CC(=O)NCc3cccc(F)c3)O[C@H](CO)[C@H]1O2
→ -12.1	2.4	-3.1	-2.8	-1.0	9.0	0.2	2.4
CCOC(=O)C1=C(COC(=O)c2ccc(Cl)nc2)NC(=O)NC1C (stereo not drawn)
→ 30.7	-5.5	-1.7	9.8	8.7	-6.4	0.0	2.8
Cc1ccc2cc(CN(c3ccccc3)S(=O)(=O)c3ccccc3)c(=O)[nH]c2c1
→ -6.8	-15.1	6.1	·	?	8.8	0.1	1.1
O=C(c1ccccc1F)N1CCC2CC1c1cc(N3CCCCC3)ccc12 (stereo not drawn)
→ ·	10.0	-3.5	·	41.7*	7.3	0.0	-3.1
C[C@H](O)[C@@H]1C(=O)N2CCc3c([nH]c4c(-c5ccccc5)cccc34)[C@@H]2C[C@@H]1N(C)C(=O)/C=C/c1ccccc1
→ ·	2.1	-2.3	-36.6	1.0	31.1	0.4	0.2
Cc1cc(C)n(-c2nc(NCCCN(C)C)c3c4c(sc3n2)CCCC4)n1
→ ·	11.0	-2.4	14.2	-2.2	7.0	0.2	-34.9
C[C@H]1CCCCO[C@@H](CN(C)C(=O)NC2CCCCC2)[C@@H](C)CN([C@@H](C)CO)C(=O)c2cc(NC(=O)Nc3ccc(F)cc3)ccc2O1
→ 5.7	-6.5	1.1	-4.5	-6.4	54.4	-0.1	-1.3
COCCC(=O)NC1CCCc2c1cnn2-c1cccc(C)c1C (stereo not drawn)
→ 7.9	-5.8	1.8	5.3	2.1	18.0	0.0	1.6
C[C@@H]1CN([C@H](C)CO)S(=O)(=O)c2ccc(C#Cc3ccncc3)cc2O[C@@H]1CN(C)C(=O)C1CCC1
→ 1.6	-20.9	15.1	-9.3	-0.3	·	-0.2	-6.4
CC(C)[C@H](NC(=O)c1ccccc1Cl)C(=O)OCC(=O)NC(=O)NCc1ccco1
→ -3.6	-5.1	-6.5	4.7	-3.9	-8.5	0.0	0.3
Cc1c(C2=CCN(S(=O)(=O)c3ccc(Br)cc3)CC2)c2ccccc2n1C
→ -1.6	·	·	-21.1	·	0.6	0.2	·
CCN(CC)c1ccc(N2C(=O)c3ccccc3C2=O)cc1
→ 0.5	·	-11.2	0.6	·	-36.7	·	·
Cc1noc(C)c1S(=O)(=O)Nc1ccc2c(c1)C(=O)N([C@@H](C)CO)C[C@H](C)[C@@H](CN(C)C)O2
→ -0.7	-9.0	2.0	21.9	3.2	7.2	-1.1	-0.2
Cc1cc(C)n(CC(O)COc2ccc(Cl)cc2)n1 (stereo not drawn)
→ -2.4	-7.1	-1.3	-15.0	-4.0	-2.0	0.0	-2.9
COc1ccc(CCC(=O)N2c3ccccc3N=C(c3ccc(C(F)(F)F)cc3)C2C(=O)NC(C)C)cc1 (stereo not drawn)
→ ·	-82.0	3.6	·	17.6	-8.4	-0.3	1.2
COc1ccc(C(=O)C[n+]2cccc3cc(OC)ccc32)cc1
→ -13.4	5.2	1.0	-6.3	-4.6	-3.3	0.2	-0.8
N=c1c2c(ncn1CCN1CCOCC1)Oc1cc(O)ccc1C2c1ccccc1 (stereo not drawn)
→ 17.3	-6.4	-0.3	21.0	?	26.4	-0.1	1.0
CC(C)(C)OC(=O)NC(CC(=O)OCc1ccccc1)C(=O)O (stereo not drawn)
→ 3.3	-3.6	-0.8	18.0	47.1*	-3.9	0.0	0.7
O=C(C[C@H]1CC[C@H]2[C@@H](COC[C@H](O)CN2C(=O)c2ccccc2F)O1)NCc1ccc(Cl)cc1
→ -9.3	4.0	-0.1	-11.1	1.5	-3.5	0.0	-1.8

# (next part)
# Screens in order: ARNT TACC3 PPI	EWS-Fli block	ERp5 block	GSIS activator	DENV2 CPE rescue	PAX8 reporter	XiGFP reactiv	CFTR F508del cor
CC(OC(=O)c1ccc(C#N)cc1)C(=O)Nc1ccc(Cl)cn1 (stereo not drawn)
→ 18.1	-3.5	9.3	-9.3	5.2	-25.5	-0.1	-0.7
COC(=O)C1=C(N)Oc2c(oc(CO)cc2=O)C1c1c(F)cccc1Cl (stereo not drawn)
→ -2.1	-7.9	-0.9	10.3	·	15.2	0.0	1.7
CN(c1ccc(-c2csc(NC(=O)C3CC(=O)N(Cc4ccco4)C3)n2)cc1)S(C)(=O)=O (stereo not drawn)
→ -1.3	8.9	1.9	·	11.7	-12.4	0.0	-1.4
Cc1ccc(C)c(N2CCN(S(=O)(=O)c3csc(C(N)=O)c3)CC2)c1
→ -6.5	3.5	-0.4	-19.5	1.3	6.4	0.0	1.5
C[C@@H]1NS(=O)(=O)c2cc(Cl)ccc2O[C@@H]1c1ccccc1
→ -0.2	-1.6	-4.6	-18.7	14.0	-5.4	0.0	-3.7
Cc1ccc(OCC(=O)Nc2ccc(NC(=O)c3ccco3)cc2)c(C)c1
→ 10.1	-7.6	1.9	23.5	9.3	-16.1	0.1	2.0
Cc1cccc(C)c1OCC(=O)N/N=C/C=C/c1ccco1
→ 1.6	0.9	4.3	15.7	-0.2	0.7	0.0	-2.8
C[C@H]1CN([C@@H](C)CO)C(=O)c2cc(NC(=O)Nc3ccc(F)cc3)ccc2O[C@H]1CN(C)S(C)(=O)=O
→ -6.7	9.1	-6.4	1.5	-1.7	-1.5	-0.9	-0.6
O=c1ccc(-c2nc3ccccc3n2C(CCc2ccccc2)c2nc3ccccc3[nH]2)c[nH]1 (stereo not drawn)
→ ·	4.1	-8.3	-18.0	-1.1	-7.9	0.0	3.6
Nc1ccc(C(=O)N/N=C/c2ccc(N3CCOCC3)s2)cc1
→ -1.3	-63.9	3.3	·	7.0	4.4	0.0	-2.3
C[C@@H]1CCCCO[C@H](CN(C)C(=O)Nc2ccc(F)cc2)[C@H](C)CN([C@@H](C)CO)C(=O)c2cc(NC(=O)C3CCCCC3)ccc2O1
→ -7.1	10.0	1.9	-24.3	·	-1.3	-1.2	-1.1
COc1cc(C(O)c2nc(-c3cncnc3)cs2)ccc1F (stereo not drawn)
→ ·	-4.6	-1.3	23.3	10.0	16.8	0.2	0.8
COc1cc2c(cc1[N+](=O)[O-])-c1ccc([N+](=O)[O-])cc1C2=NO
→ ·	21.5	-5.1	15.3	11.7	1.2	0.0	1.0
COc1cccc(C(=O)OCC(=O)Nc2nnc(-c3ccccc3)o2)c1
→ 41.8	2.0	0.1	22.6	-3.0	-20.2	0.0	4.8
Cc1noc(C)c1NC(=O)N[C@H]1C=C[C@@H](CC(=O)NCc2ccc(Cl)c(Cl)c2)O[C@@H]1CO
→ -13.4	2.8	6.2	-15.9	-0.1	-14.6	-0.1	-0.3
O=C(Nc1cccnc1)c1cc(-c2ccc(F)cc2)on1
→ -9.1	-0.8	4.4	-8.4	5.0	-3.1	·	-2.6
C[C@H]1CN([C@@H](C)CO)C(=O)Cc2cc(NC(=O)CCC(F)(F)F)ccc2O[C@H]1CN(C)S(=O)(=O)c1cccs1
→ -1.5	3.9	7.1	-23.7	-2.4	·	0.9	0.4
Cc1ccc(NC(=O)C2CCCN(S(=O)(=O)c3c(C)noc3/C=C/N(C)C)C2)c(C)c1 (stereo not drawn)
→ 5.2	5.1	1.3	-7.4	-0.3	11.6	0.0	1.4
CNC[C@@H]1Oc2cc(Br)ccc2S(=O)(=O)N([C@@H](C)CO)C[C@H]1C
→ -6.9&-3.9	10.1&-2.3&3.9	-1.8&-1.8	-4.1&-5.8	?	14.9&12.6	1.2	-2.1&-1.5&2.5
